Assay outcomes deposited in PubChem BioAssay by National Center for Advancing Translational Sciences (NCATS).
HCV inhibitor = blocks hepatitis C virus | Huh7.5.1 HCVcc-Cre infection, luciferase reporter, 44 h | Potency, µM (highest dose often 41.8 µM), for inactives: top-dose activity change, negative = inhibition, usual class: inhibitors | 340,000 tested, 3.4% active | AID 651820; note: potency is the fitted concentration of half-maximal effect
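A cell-based infection assay in which seeded cells (1,000 per well) receive test compound after 4 h, are inoculated with HCVcc-Cre at approximately 0.5 moi, and are incubated 44 h before luminescence detection.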
AmpC no deterg = inhibitors of E. coli AmpC beta-lactamase without detergent; P00811; AmpC nitrocefin hydrolysis, absorbance 480 nm, 0.0001% Triton; Potency, µM (top dose mostly 57.1 µM), for the others: at the top dose activity change, negative = inhibition, usual class: inhibitors; 330,000 tested, 0.52% active; AID 485341;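 note: potency is the fitted concentration of half-maximal effect; plate controls were no compound for no effect and no enzyme for full effect; nearly all actives have a fitted effect of over 20% in size; some results filed as inactive show a strong effect at the top dose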
Target sequence (P00811 whole entry, looked up): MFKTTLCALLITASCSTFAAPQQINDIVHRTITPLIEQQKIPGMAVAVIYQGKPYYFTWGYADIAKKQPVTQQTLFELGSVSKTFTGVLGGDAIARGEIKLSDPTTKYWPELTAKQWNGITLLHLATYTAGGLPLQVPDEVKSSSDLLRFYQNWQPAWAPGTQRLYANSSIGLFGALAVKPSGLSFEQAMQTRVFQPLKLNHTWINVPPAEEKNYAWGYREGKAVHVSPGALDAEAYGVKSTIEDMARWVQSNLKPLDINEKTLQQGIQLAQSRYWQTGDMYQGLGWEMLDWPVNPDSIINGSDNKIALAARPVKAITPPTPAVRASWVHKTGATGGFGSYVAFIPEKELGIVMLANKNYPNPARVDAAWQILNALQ
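20 mM phosphate pH 7.0 + 0.01% (detergent screen) or 0.0001% Triton X-100; 5.3 nM AmpC reagent; cpd preinc 15 min RT; nitrocefin (800 uM stock) to start; A480 q20 s × 4 min; Activity was normalised to no-enzyme and no-compound control wells.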
HCMV inh = inhibitors of human cytomegalovirus; activity change, negative = inhibition, % at 57.5 µM; HFF cells, HCMV-luciferase reporter, 72 h; active compounds read low; AID 1259415; 410,000 tested, 4.5% active; in the data active = activity change below about -60%; inconclusive = no clear call, values can overlap the other calls; inactive = above about -39%
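Compounds were evaluated in HFFs infected with an HCMV luciferase reporter virus (MOI 1 PFU/cell). Luciferase in lysates collected 72 h post infection served as the replication measure.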
Sm TGR inh = blocks Schistosoma mansoni thioredoxin glutathione reductase. Q962Y6. purified TGR, DTNB reduction, TNB absorbance 405 nm. Potency, µM (titrated, usually from 114 µM), without a hit: top-dose activity change, negative = inhibition, hits mostly inhibitors. 360,000 tested, 3% active; note: potency is the fitted concentration of half-maximal effect; nearly all actives have a fitted effect of over 60% in size
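First, TGR (20 nM dispensed) and NADPH were mixed with compound. Second, a 15 min room-temperature incubation followed. Third, further NADPH and then DTNB were added to start the reaction. Finally, TNB absorbance was monitored kinetically.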
AmpC detergent = AmpC beta-lactamase inhibition with detergent present; 370,000 tested, 0.041% active; AmpC hydrolysis of nitrocefin, absorbance 480 nm, 0.01% Triton; Potency, µM (top dose mostly 114 µM), inactives show at the highest dose activity change, negative = inhibition, most hits filed as inhibitors;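 note: potency is the fitted concentration of half-maximal effect; 0% = no-compound wells and -100% = no-enzyme wells; nearly all actives have a fitted effect of over 25% in size; some results filed as inactive show a strong effect at the top dose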
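AmpC (5.3 nM in the dispensed reagent) in 20 mM phosphate pH 7.0 with 0.01% (detergent screen) or 0.0001% Triton X-100 was preincubated with compounds for 15 min at room temperature. Nitrocefin was then added from an 800 uM solution, and hydrolysis was followed at 480 nm.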
Giardia FBPA inh = blocks Giardia fructose-bisphosphate aldolase activity; AID 2451; purified Giardia FBPA; 290,000 tested, 0.71% active; A8B2U2; Potency, µM (series often up to 59.6 µM), for inactives: top-dose activity, negative = inhibition, usual class: inhibitors; note: potency is the fitted concentration of half-maximal effect; nearly all actives have a fitted effect of over 55% in size
Target sequence (A8B2U2 whole entry, looked up): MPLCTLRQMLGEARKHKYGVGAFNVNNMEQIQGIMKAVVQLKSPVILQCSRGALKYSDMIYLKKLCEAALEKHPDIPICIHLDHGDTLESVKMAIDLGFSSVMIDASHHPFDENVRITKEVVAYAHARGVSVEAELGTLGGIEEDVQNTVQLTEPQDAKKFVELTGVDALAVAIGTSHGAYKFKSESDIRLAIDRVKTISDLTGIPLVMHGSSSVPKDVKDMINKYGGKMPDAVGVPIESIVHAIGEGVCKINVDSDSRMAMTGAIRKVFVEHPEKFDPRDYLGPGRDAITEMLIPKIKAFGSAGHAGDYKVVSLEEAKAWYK
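40 nM FBPA preincubated 10 min at RT with compound (up to 57.5 uM final), then substrate plus GAPDH/TPI/NAD/arsenate coupling and diaphorase/resazurin added. Fluorescence read after 20 min at RT, 525/598 nm.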
Active calls of the source: *; ? = inconclusive; / = not tested or not shown; & = joins results of further samples; [ ] = remark or other dose. Unless noted, calls come from the whole dose curve; as a rule, active = well fitted curve in the direction sought with a large enough effect; inconclusive = small, poorly fitted or top-dose-only effect, or another doubt; inactive = no such curve, though single readings can be large; an effect the other way counts as inactive or inconclusive. Unless noted, % is set by controls: 0 for no effect and ±100 for the full control effect.

SMILES	HCV inhibitor	AmpC no deterg	HCMV inh	Sm TGR inh	AmpC detergent	Giardia FBPA inh
Cc1ccccc1C(=O)c1cccn1CC(=O)NCCCN1CCc2ccccc2C1	5%	149%[activator]	-19	-20%	-5%	16µM*
O=C(CN1CCN(CN2C(=O)NC3(CCCCCC3)C2=O)CC1)Nc1ccc(F)cc1	9%	-18%	-9	?	-5%	/
O=C(CSc1nnc2ccccn12)N1CCOCC1	-6%	-20%	1	3%	-6%	4%
CCOC(=O)c1cnn(-c2ccccc2)c1-c1ccncc1	0%	-2%	9	-10%	-4%	13%
CCCn1c(SC2C(=O)CC(C)(C)CC2=O)nc2c1c(=O)n(C)c(=O)n2C	16%	-7%	21	-9%	-2%	-3%
Cc1ccc(NC(=O)c2noc3c2CCCCC3)cc1	-1%	-3%	72	12%	-2%	8%
CC(=O)Nc1ccccc1C(=O)OCc1ccc(C(=O)c2ccccc2)cc1	?	-1%	7	19%	-9%	/
CC1(C)N=C(c2cccs2)C(C)(C)N1O	12%	-4%	24	-22%	-2%	-1%
CC(=O)N[C@@H](C)C(=O)N1CCN(S(=O)(=O)c2ccc(Cl)cc2)CC1	18%	-12%	81	0%	4%	0%
COc1ccc(NC(=O)CN2CCN(C(=S)NC3CCCC3)CC2)cc1	9%	1%	17	3%	-2%	5%

3 compounds from above, arranged by length of the SMILES, rising:
SMILES	HCV inhibitor	AmpC no deterg	HCMV inh	Sm TGR inh	AmpC detergent	Giardia FBPA inh
CC1(C)N=C(c2cccs2)C(C)(C)N1O	12%	-4%	24	-22%	-2%	-1%
CCOC(=O)c1cnn(-c2ccccc2)c1-c1ccncc1	0%	-2%	9	-10%	-4%	13%
O=C(CN1CCN(CN2C(=O)NC3(CCCCCC3)C2=O)CC1)Nc1ccc(F)cc1	9%	-18%	-9	?	-5%	/

(cont.)
SMILES	HCV inhibitor	AmpC no deterg	HCMV inh	Sm TGR inh	AmpC detergent	Giardia FBPA inh
O=C(CCCC(=O)N1CCN(c2cccc(Cl)c2)CC1)c1ccccc1	?	93%[activator]	14	14%	-13%	-11%
O=C(CN1C(=O)NC2(CCCCCCC2)C1=O)Nc1ccc(Br)cc1Br	?	-22%	-35	0%	-4%	/
Cc1cccc(NC(=O)COc2cccc3c2CCN(C)C3=O)c1C	?	-7%	-6	-1%	-8%	1%
O=C(Nc1nc2c(s1)CCCC2)c1cccs1	?	-31%	0	33%	-1%	-4%
O=C(Nc1ccc(N2CCN(C(=O)c3ccco3)CC2)cc1)c1cc(Br)ccc1Cl	?	-24%	-33	0%	-10%	/
Cc1ccc(NC(=O)/C=C/c2ccco2)nc1	6%	-11%	-63*	-17%	-1%	-11%
COc1cccc(CNC(=O)Cn2c(=O)oc3ccccc32)c1OC	0%	-2%	-1	-6%	-7%	1%
CCCOC(=O)C1[C@H]2C(=O)N(CCCOC)C[C@]23C=C[C@H]1O3 (some centres not stated)	5%	-4%	-26	-1%	?	3%
C=CCn1c(O)c(C(CC)=Nc2ccc3c(c2)CCC3)c(=O)[nH]c1=O	19%	-17%	50	-1%	2%	-1%
O=C(Cn1cc(C(F)(F)F)ccc1=O)NC(c1ccccc1)c1ccccc1	12%	-55%	-25	1%	-4%	-1%
Cc1ccc(-n2c(SCC(=O)Nc3cc(C)on3)nc3ccccc3c2=O)cc1	-13%	-7%	2	-2%	3%	-3%
Cc1c(C(=O)O)sc(=S)n1CCOc1ccccc1	14%	-25%	-30	4%	-4%	15%
O=C(COc1ccccc1)NNC(=O)c1ccc(Cl)cc1	-3%	-12%	?	-8%	-13%	/
CC(/C=N/Nc1nc(N2CCCCC2)nc(N2CCCCC2)n1)=C\c1ccccc1	-10%	-13%	-32	6%	11%	5%
Cc1cccc(NC(=S)N2CCN(c3ccccn3)CC2)c1	-10%	-8%	-7	?	-13%	-11%
CCc1ccc(CNC(=O)c2ccc(NC(=O)C3=CSCCO3)cc2)cc1	2%	-19%	-31	-23%	-9%	/
COc1cccc(C2CC(c3cccs3)=NN2C(=O)CSC2=NCCS2)c1OC (configuration not stated)	?	83%[activator]	-18	1%	6%	/
COc1ccccc1N1CCN(CCCNC(=O)c2cnn(-c3ccccc3)c2C2CCN(C(=O)OC(C)(C)C)CC2)CC1	/	/	?	1%	2%	/
Cc1ccccc1CN1C[C@@H]2C[C@@H](c3ccc4nsnc4c3)N3CCC[C@@]23C1=O	-17%	88%[activator]	-32	-34%	6%	-10%
Cc1cccc(NC(=O)CSc2nnc(-c3ccco3)n2CC2CCCO2)n1 (configuration not stated)	23%	-2%	-37	-13%	8%	1%
S=C(NCC1CCCO1)Nc1ccc(Cl)cc1 (configuration not stated)	-7%	-15%	-9	?	-11%	4%
CCn1ncc(Br)c1C(=O)Nc1cc(C)on1	14%	-5%	-6	6%	-4%	4%
O=C(C1CC(=O)N(c2ccc(F)cc2)C1)N1CCCCC1 (configuration not stated)	19%	-2%	-27	1%	-7%	11%
Cc1ccc(CNC(=O)CN(c2cccc([N+](=O)[O-])c2)S(C)(=O)=O)cc1	9%	-9%	-15	17%	-1%	-3%
CCOC(=O)[C@H]1[C@H]2COc3ccc(C)cc3[C@@H]2N2C(=O)c3ccc(F)cc3NC(=O)[C@@]12C	36%[activator]	-23%	7	1%	-13%	/
CCn1c(=O)c(C(=O)Nc2ncccc2O)c(O)c2ccccc21	-6%	-21%	54	-31%	?	?
Cc1ccccc1CCN1CCCC(CN(C)CC(C)(C)C)C1 (configuration not stated)	8%	-51%	-36	5%	-11%	8%
O=C(NCCCN1CCN(Cc2ccccc2)CC1)c1nnc(Cc2c(F)cccc2Cl)o1	-23%	75%[activator]	-25	?	-16%	0%
O=C(NCCN1CCCC1)c1cccc(Cl)c1	13%	-12%	-17	9%	-5%	-6%
CC(C)C(=O)NC(=S)Nc1ccc(S(=O)(=O)N2CCCC2)cc1	0%	-14%	-29	?	-15%	0%

Copied from the list:
COc1cccc(CNC(=O)Cn2c(=O)oc3ccccc32)c1OC in AmpC no deterg is listed with -2%
Cc1cccc(NC(=O)COc2cccc3c2CCN(C)C3=O)c1C in Giardia FBPA inh is listed with 1%
Cc1ccc(NC(=O)/C=C/c2ccco2)nc1 in AmpC detergent is listed with -1%
C=CCn1c(O)c(C(CC)=Nc2ccc3c(c2)CCC3)c(=O)[nH]c1=O in AmpC detergent is listed with 2%

The listing continues:
SMILES	HCV inhibitor	AmpC no deterg	HCMV inh	Sm TGR inh	AmpC detergent	Giardia FBPA inh
CCCn1nc(NC(=O)c2ccco2)c2cc3cc(C)ccc3nc21	13µM*	50%	28	11µM*	0%	-25%
O=C(CCn1cnc2ccccc2c1=O)Nc1ccc(S(=O)(=O)N2CCCC2)cc1	-10%	/	-32	-1%	-4%	-2%
Cc1ccc2c(c1)N(CC(=O)NC1CCC(C)CC1)C(=O)CO2 (configuration not stated)	8%	-2%	17	4%	-3%	2%
COc1ccc(C2SCC(=O)N2c2nnc(C34CC5CC(CC(C5)C3)C4)s2)cc1 (configuration not stated)	-21%	-18%	-4	7%	?	1%
COc1cc(/C=N/O)cc(Br)c1OC	-26%	-26%	10	5%	-8%	-2%
Cc1ccc(NS(=O)(=O)c2ccc(CCC(=O)NCc3cccnc3)cc2)cc1	-19%	1%	-7	/	3%	6%
COc1ccc(NC(=S)N2CCC(c3ccc(C)cc3)C2)cc1 (configuration not stated)	1%	-15%	45	0%	-8%	7%
Cc1ccc(C(=O)COC(=O)c2cccc(NC(=O)c3ccc([N+](=O)[O-])cc3[N+](=O)[O-])c2)cc1	11µM*	-44%	124	-3%	?	5%
Cc1nc2nc(COc3ccccc3)[nH]n2c(=O)c1Cl	-3%	-31%	11	9%	-7%	-10%
COc1ccc(-n2c3c(cc(C(=O)N4CCC(C)CC4)c2=O)C(=O)CC(C)(C)C3)cc1	7%	28%	-8	3%	9%	-3%
Nc1ccc(C2(c3ccc(N)cc3)OC(=O)c3ccccc32)cc1	13%	-21%	11	8%	-3%	22%
O=c1c2ccccc2n2c(-c3cccc(F)c3)nnc2n1Cc1ccccc1	1%	-16%	?	2%&-7%	2%&-7%	2%
Cn1c(-c2ccccc2)c(C(=O)CC#N)c2ccccc21	?	-40%	19	10%	-15%	7%
CCOc1ccc2nc(N3CCC(C(=O)Nc4ccc(Br)cc4F)CC3)sc2c1	/	/	74	1%	-12%	/
N#CC1(c2ccccc2)CCCN1C(=O)c1ccccc1Br (configuration not stated)	-10%	-16%	37	-6%	-3%	0%
O=C(c1ccc(Br)o1)N1CCc2ccccc21	/	-18%	/	6%	8%	1%
COc1cc(Cl)c(NS(=O)(=O)c2cc(-c3cc(C)no3)ccc2OC)c(OC)c1	/	/	-3	-7%	0%	/
CCOc1ccc2nc3cc(NCc4ccc(OC)cc4)ccc3c(N)c2c1	?	-22%	/	-5%	-10%	-3%
COc1ccccc1NC(=O)C(=O)N/N=C/c1cccs1	9%	-25%	-36	0%	-9%	8%
CCc1nc(NCc2cccnc2)c2oc3ccccc3c2n1	?	-9%	-15	-6%	-9%	0%
Cc1oc2c(C)c(O)ccc2c(=O)c1-c1nncn1-c1ccccc1	-6%	-25%	21	/	0%	-10%
COc1ccc(OC)c(S(=O)(=O)NCCCc2ccccc2)c1	13%	-1%	24	7%	?	23%
O=C(Nc1ccc(C(=O)OC[C@@H]2CCCN3CCCC[C@H]23)cc1)c1cccc(Br)c1	11µM*	?	-5	-3%	-3%	-1%
C=CCOc1ccc(/C=C/C(=O)Nc2ccc(C(=O)NC)cc2)cc1	-3%	-18%	-12	3%	-17%	-3%
Cc1cccc(-c2nc(S(=O)(=O)c3ccc(F)cc3)c(NCCCN3CCOCC3)o2)c1	-12%	189%[activator]	-16	-8%	1%	/
Cc1ccc(CSCC(=O)N(CCC(C)C)c2c(N)n(Cc3ccccc3)c(=O)[nH]c2=O)cc1	?	-22%	-22	4%	?	/
COC(=O)c1c(NC(=O)c2nc3ncccn3n2)sc(C(=O)N(C)C)c1C	0%	-25%	/	-26%	-2%	4%
c1ccc2cc(OCc3nc4ccccc4[nH]3)ccc2c1	?	-21%	2	1%	2%	2%
Cc1occc1C(=O)N/N=C/C1=C(N2CCOCC2)C(=C\c2ccc(Cl)cc2)/CC1	?	-26%	-32	-8%	-11%	0%
C#CCOCCOCCOCCNc1nc(N2CCN(C(=O)CCCCCCCCCCNC(=O)Cn3cc(CCCCCN)nn3)CC2)nc(N2CCN(C(=O)CCCCCCCCCCNC(=O)[C@H](CO)n3cc(CCCCCN)nn3)CC2)n1	32µM*	321%[activator]	/	40µM*	18%	/
O=C(Cn1nnc(-c2ccccc2)n1)N1CCCCC1	6%	-1%	47	12%	17%	2%
O=C(NCCCN1CCN(c2cccc(Cl)c2)CC1)c1ccc(N2CCCC2=O)cc1	?	134%[activator]	-3	2%	2%	3%
CN(CC(=O)Nc1cccc(F)c1)CC(=O)Nc1ccccc1[N+](=O)[O-]	?	6%	-87*	6%	11%	?
COc1ccc(-n2c(SCc3ccc(C#N)cc3)nnc2-c2ccccn2)cc1	-3%	142%[activator]	-7	-14%	?	-6%
CC1CCC(N2CCN(C(=O)c3ccccc3F)CC2)CC1 (configuration not stated)	3%	-4%	5	7%	-5%	?
Cc1ccc2c(c1)COc1c3ccc(C(=O)NC(C)C)cc3nn1-2	?	30%	4	-2%	5%	5%
Cc1ccc(N2CC(C(=O)NCC3CCCO3)CC2=O)cc1Cl (configuration not stated)	-10%	4%	7	3%	-6%	3%
